# Menin-MLL TR inh = displaces Texas Red mutant MLL peptide from human menin | O00255 | Potency, µM (top dose mostly 61.6 µM), without a hit: at the highest dose FP activity change, negative = inhibition, most hits filed as inhibitors | AID 1768 | Menin + Texas Red MLL mutant peptide, fluorescence polarization | actives 0.23% (n = 270,000); active means well fitted inhibition curve with a large enough effect in the polarisation, with a control signal flat, not every such curve was filed as active; inconclusive means small, poorly fitted or top-dose-only effect, or effect the other way, or a change in a side signal; inactive means no such curve, though single readings can be large or run the other way; the % refers to the polarisation; further: potency means the concentration at half of the fitted maximal effect; % of control where 0% means no effect; many of its hits are not listed in these tables
# Chronic BCR inh = blocks chronic active B-cell receptor signaling. ABC-DLBCL IkBa-CBG/CBR reporter, luminescence ratio, 4 h. Potency, µM (titrated, usually from 46.1 µM), without a hit: top-dose ratio change, negative = lower green/red ratio, usual class: inhibitors. actives 0.05% (n = 340,000); active means well fitted inhibition curve with a large enough effect in the signal ratio, with a control signal flat, not every such curve was filed as active; inconclusive means small, poorly fitted or top-dose-only effect, or effect the other way, or a change in a side signal; the % refers to the signal ratio;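 further: potency means the concentration at half of the fitted maximal effect; plate controls were basal doxycycline-induced cells for no effect and cells given 10 µM MG132 for full effect; MG132 reads +100%, hits lower the ratio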
#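 Compounds up to 46 uM were incubated four hours with TMD8 cells whose green CBG68 luciferase is fused to IkappaBalpha; red CBR luminescence normalised the signal, and concentration-effect curves were fitted to fusion, red and ratio data.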
# KCNH2 WT inh = inhibitors of human wildtype KCNH2 potassium channel. AID 720551. U2OS, BacMam KCNH2, thallium flux FluxOr; stronger effect = lower value. activity change, % at 1.84 µM. actives 0.37% (n = 340,000). Q12809;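 active means maximum activity change below -70%; inconclusive means maximum activity change between -70% and -50%; inactive means maximum activity change above -50%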; further: on the % scale 0 is the no-effect control and ±100 the full control effect
#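 U2OS cells were transduced with wild-type KCNH2 virus (2.03 x 10^8 / mL) for 4 h at room temperature, then cultured overnight at 37 C. Thallium flux was read with FluxOr dye. Rate constants were normalized to DMSO controls.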
# GALK inh = blocks human galactokinase activity; Potency, µM (doses to about 57.5 µM), without a hit: at the top dose activity change, negative = inhibition, most hits filed as inhibitors; actives 0.007% (n = 270,000); AID 1868; Purified GALK, Kinase-Glo residual ATP luminescence; P51570; further: potency means the concentration at half of the fitted maximal effect; on the % scale 0 is the no-effect control and ±100 the full control effect
#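 GALK at 5 nM final was combined with compound, 35 uM ATP and 100 uM galactose in HEPES pH8.0 with MgCl2 and DTT. The reaction ran one hour at room temperature before luminescent ATP detection.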
# PKM2 act = activators of human pyruvate kinase M2; P14618; purified PKM2, Kinase-Glo ATP luminescence, activation; response scale: 0% is enzyme alone, no compound; Potency, µM (series often up to 57.5 µM), inactives show top-dose activation, most hits filed as activators; actives 0.34% (n = 260,000); further: potency means the concentration at half of the fitted maximal effect; on the % scale 0 is the no-effect control and ±100 the full control effect; nearly all actives have a fitted effect of over 55% in size
#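 Kinase-Glo luminescence reports ATP generated from ADP (0.1 mM) and PEP (0.5 mM) by purified hPK-M2 after 1 h at room temperature, pH 7.2 imidazole buffer; intermediate enzyme activity allows detecting inhibitors and activators.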
# Mito fusion act = blocks mitochondrial division or promotes mitochondrial fusion; S. cerevisiae fusion-defective mutant growth rescue, CellTiterGlo 48 h; Potency, µM (series often up to 46.1 µM), inactives show top-dose growth rescue (activation), usual class: activators; actives 0.23% (n = 320,000);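 further: potency means the concentration at half of the fitted maximal effect; % of control where 0% means no effect; nearly all actives have a fitted effect of over 45% in size; temperature-sensitive fusion mutants such as fzo1-1 at 37 °C on non-fermentable ethanol glycerol medium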
#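 Luminescent cell viability in 1536-well qHTS format served as the measure of rescued growth in ts fusion-mutant S. cerevisiae cultured on non-fermentable YPEG for 48 hours at 37C.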
# TSHR antagonist = blocks TSH signaling through the human TSH receptor; actives 0.2% (n = 330,000); activity change, negative = inhibition, % at 11.5 µM; TSHR-expressing cells, TSH-stimulated cAMP HTRF, 2 h; stronger effect = lower value;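 active means activity change below a set negative limit, meaning inhibition stronger than a set level, cut at about -70% in these data; inconclusive means activity change between two set negative limits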; further: on the % scale 0 is the no-effect control and ±100 the full control effect
#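 TSHR-expressing cells, 200/well, pre-treated with compound, then stimulated with EC80 TSH (4nM final) for 2 hours at 37 deg C. cAMP measured by competitive HTRF: anti-cAMP cryptate antibody in lysis buffer plus cAMP-d2, read after 30 minutes at room temperature.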
# Eya2 inh = blocks the phosphatase activity of human Eya2. O00167. recombinant Eya2, OMFP fluorescence dephosphorylation (OMFP is methylfluorescein phosphate). Potency, µM (titrated, usually from 76.9 µM), without a hit: at the highest dose activity, negative = inhibition, actives largely listed as inhibitors. actives 0.006% (n = 330,000). AID 488837; further: potency means the concentration at half of the fitted maximal effect; on the % scale 0 is the no-effect control and ±100 the full control effect
# Target sequence (O00167 whole entry, looked up): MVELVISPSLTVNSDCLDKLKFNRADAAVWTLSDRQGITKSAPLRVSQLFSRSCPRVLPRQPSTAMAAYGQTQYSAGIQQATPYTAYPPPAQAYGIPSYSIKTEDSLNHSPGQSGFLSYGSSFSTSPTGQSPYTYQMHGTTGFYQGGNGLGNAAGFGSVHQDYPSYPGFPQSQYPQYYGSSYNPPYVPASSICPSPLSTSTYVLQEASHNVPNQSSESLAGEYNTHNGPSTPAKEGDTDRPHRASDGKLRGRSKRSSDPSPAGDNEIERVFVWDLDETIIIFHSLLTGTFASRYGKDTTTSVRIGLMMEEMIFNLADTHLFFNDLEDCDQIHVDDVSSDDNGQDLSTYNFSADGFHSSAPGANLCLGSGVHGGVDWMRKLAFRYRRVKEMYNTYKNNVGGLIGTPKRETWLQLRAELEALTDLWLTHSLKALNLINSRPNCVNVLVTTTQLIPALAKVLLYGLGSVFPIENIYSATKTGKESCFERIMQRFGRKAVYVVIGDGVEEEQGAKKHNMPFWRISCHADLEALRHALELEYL
#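 Eya2 protein (added as 0.2 uM solution) was preincubated with compound for 10 min at ambient temperature in 50 mM HEPES pH 7.5, 50 mM NaCl, 5 uM MgCl2, 0.05% BSA, 1 mM DTT. OMFP (added at 50 uM) then reacted 10 min; fluorescence read at 485/525 nm.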
# USP2a block = blocks human ubiquitin-specific protease USP2a. O75604. actives 0.01% (n = 330,000). USP2 core, Ub-CHOP2 coupled fluorogenic reporter, 485/531. Potency, µM (top dose mostly 38.3 µM), without a hit: top-dose activity change, negative = inhibition, most hits filed as inhibitors;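 further: potency means the concentration at half of the fitted maximal effect; plate controls were DMSO wells for no effect and full inhibition by NEM control for full effect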
#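 Cell-free coupled assay: 10nM USP2 core preincubated 30min RT with compound in Tris-HCl pH 8.0/CaCl2/CHAPS buffer, then 25nM Ub-CHOP2 and 25nM reporter substrate; fluorescence (Ex 485/Em 531) read after 60min RT, normalized to NEM inhibition, concentration-response curves fitted.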
# MBNL1-CUG inh = MBNL1-poly(CUG) RNA binding inhibition; TR-FRET MBNL1-His/biotin-(CUG)12 binding, 665/545 ratio; Potency, µM (doses to about 57.5 µM), without a hit: at the top dose activity change, negative = inhibition, hits mostly inhibitors; Q9NR56; actives 0.036% (n = 280,000); active means well fitted inhibition curve with a large enough effect in the signal ratio, with a control signal flat, not every such curve was filed as active; inconclusive means small, poorly fitted or top-dose-only effect, or effect the other way, or a change in a side signal; inactive means no such curve, though single readings can be large or run the other way; the % refers to the signal ratio; further: potency means the concentration at half of the fitted maximal effect; on the % scale 0 is the no-effect control and ±100 the full control effect
#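 TR-FRET between His-tagged MBNL1 and biotin-(CUG)12 RNA, detected with Tb anti-His antibody (0.055 ng/ul) and streptavidin-XL665 (5 nM), 60 min at room temperature. Compounds titrated 92 nM to 58 uM; 665/545 nm ratio normalized to buffer and complex controls.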
# ASM inhibitor = human S-ASM enzyme inhibition | P17405 | placental ASM, HMU-PC fluorogenic substrate, 60 min | Potency, µM (doses to about 57.5 µM), inactives show at the highest dose activity change, negative = inhibition, hits mostly inhibitors | actives 0.006% (n = 340,000); further: potency means the concentration at half of the fitted maximal effect
# Target sequence (P17405 47-631 limits assumed): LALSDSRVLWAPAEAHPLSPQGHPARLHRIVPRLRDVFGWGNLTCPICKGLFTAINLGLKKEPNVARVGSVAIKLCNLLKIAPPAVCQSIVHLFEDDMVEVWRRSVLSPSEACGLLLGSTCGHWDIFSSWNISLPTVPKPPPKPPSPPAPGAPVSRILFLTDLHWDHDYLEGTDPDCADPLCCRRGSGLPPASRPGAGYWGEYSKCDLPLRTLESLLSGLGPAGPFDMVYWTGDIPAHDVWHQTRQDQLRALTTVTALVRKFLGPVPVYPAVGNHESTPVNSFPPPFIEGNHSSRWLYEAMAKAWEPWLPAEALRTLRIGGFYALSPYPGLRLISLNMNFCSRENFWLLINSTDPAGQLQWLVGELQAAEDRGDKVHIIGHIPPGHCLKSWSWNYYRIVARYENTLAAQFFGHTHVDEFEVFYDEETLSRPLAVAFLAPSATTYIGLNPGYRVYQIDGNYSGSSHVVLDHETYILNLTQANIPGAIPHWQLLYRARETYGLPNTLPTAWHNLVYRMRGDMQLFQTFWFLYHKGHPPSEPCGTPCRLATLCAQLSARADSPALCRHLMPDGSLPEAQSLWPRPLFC
#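 Human placenta-derived ASM enzyme was preincubated with compound for 10 minutes at room temperature, then given fluorogenic substrate HMU-PC0 (9 uM final) for 60 minutes at 37 °C; a pH 10 stop preceded fluorescence reading at Ex 386/Em 447 nm.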
# * hit, by the source's call; i = inactive; u = inconclusive; x = no result given; [ ] = another dose, or the depositor's remark. Unless noted, the call rests on the fitted dose curve; in most records, active means well fitted curve in the direction sought with a large enough effect; inconclusive means small, poorly fitted or top-dose-only effect, or another doubt; inactive means no such curve, though single readings can be large; an effect the other way counts as inactive or inconclusive. A portion of the library; the hit share may differ from the screen's.
SMILES,Menin-MLL TR inh,Chronic BCR inh,KCNH2 WT inh,GALK inh,PKM2 act,Mito fusion act,TSHR antagonist,Eya2 inh,USP2a block,MBNL1-CUG inh,ASM inhibitor
CC(OC(=O)Cn1cnc2c1c(=O)n(C)c(=O)n2C)C(=O)NC(C)c1ccc(Cl)cc1Cl (configuration not stated),x,2%,11,x,x,5%,-22,1%,2%,x,-1%
COc1cccc(NC(=O)CN2C(=O)NC(CCc3ccccc3)C2=O)c1 (configuration not stated),x,2%,-7,x,x,-1%,-4,4%,2%,x,-1%
NS(=O)(=O)c1ccc(NC(=O)CSc2nc3c(c(=O)[nH]2)CCCC3)cc1,5%,u,8,6%,5%,0%,11,10%,3%,-5%,2%
CN(C)CCNC(=O)c1cc2c(s1)-c1ccccc1OC2,-6%,u,2,3%,-23%,-3%,41,-24%,1%,u,i
Cc1ccc(OCC(O)CN2CC3(C)CC2CC(C)(C)C3)cc1 (configuration not stated),-13%,7%,8,0%,-3%,-9%,4,-4%,0%,-15%,2%
Cc1ccc(NC(=O)CN(C(=O)N2CCN(C)CC2)S(=O)(=O)c2ccc(C)cc2)cc1,x,-5%,-1,x,x,0%,3,-16%,1%,x,2%
Cn1nc(C(F)(F)F)cc1-c1ccc(/C=C(\C#N)C(=O)c2cccc(C(F)(F)F)c2)s1,x,3%,3,x,-1%,-2%,-6,19%,10%,2%,-2%
COCCOC(=O)c1[nH]c2c(c1C)C(=O)CC(c1cccs1)C2 (configuration not stated),8%,u,-1,-1%,-5%,1%,-22,-9%,-3%,3%,3%
COc1ccc(N2CCN(c3cc(C)c4ccc(O)cc4n3)CC2)cc1,-9%,-12%,36,-1%,-2%,-5%,-9,-17%,3%,-4%,27%
CC(C)C[C@H](N)c1cn([C@@H](CCCCN)C(=O)N2CCNCC2)nn1,-16%,-1%,-14,0%,1%,-2%,-2,20%,0%,1%,-3%
Cc1cccnc1NC(=O)C1CCN(S(=O)(=O)c2ccc3ccccc3c2)CC1,x,1%,-1,x,x,-1%,3,17%,3%,x,1%
COc1ccc(NC(=O)CNc2ccccc2C(C)=O)cc1S(=O)(=O)N1CCOCC1,x,-7%,-7,x,x,x,x,0%,5%,x,147%[activator]
Cc1oc(-c2cccc(F)c2)nc1CN1CCCCC1CCc1ccccn1 (configuration not stated),-16%,0%,-6,0%,-1%,-13%,-4,-7%,-1%,11%,2%
CCOc1ccc(C(=O)NNC(=O)CN2C(=O)C3CC=CCC3C2=O)cc1OC (configuration not stated),x,5%,-14,x,x,x,x,-2%,2%,x,0%
CC(C)OCCCN1CC(=O)N2C(c3ccccc3)c3[nH]c4ccccc4c3C[C@H]2C1=O (some centres not stated),-12%,-1%,25,-2%,x,u,-1,2%,-4%,-5%,-2%
CC(C)NC(=O)CC(=O)N/N=C/c1c(F)cccc1Cl,-13%,u,-7,5%,-5%,-2%,3,7%,2%,14%,-2%
NS(=O)(=O)c1ccc(CCNC(=O)CNC(=O)c2ccc(Oc3ccccc3)cc2)cc1,u,-1%,-2,9%,-12%,8%,-1,-1%,-7%,-4%,0%
CCS(=O)(=O)N1CCCC(c2nc(-c3cccc(OC)c3)no2)C1 (configuration not stated),5%,0%,-18,0%,4%,-7%,-1,2%,0%,2%,3%
O=C(COC(=O)c1ccc(O)cc1)NC1CCCC1,14%,0%,2,x,x,13%,2,-13%,0%,-5%,4%
O=C(CSc1n[nH]c(-c2ccccc2)n1)NC(=O)NCc1ccco1,u,3%,-6,0%,-4%,-5%,-8,4%,0%,-1%,-2%
O=C(CSc1ccc(F)cc1)NCCSc1ccccc1,3%,10%,0,10%,-2%,7%,-6,5%,2%,x,1%
O=C(COC(=O)CNC(=O)c1ccccc1F)NCCNC(=O)COC(=O)CNC(=O)c1ccccc1F,x,u,50,x,x,1%,1,1%,3%,x,2%
CC(C)(C)C(=O)c1cn(CC(=O)O)c2ccccc12,8%,-11%,-1,-1%,5%,26%,-21,2%,1%,1%,7%
O=C(CSc1ccc2c(c1)OCCO2)Nc1ccc(N2CCOCC2)cc1,1%,0%,-4,0%,5%,-2%,1,-14%,-1%,-9%,6%
CCOc1cc(C(=O)Nc2ccccc2N2CCN(S(C)(=O)=O)CC2)cc(OCC)c1OCC,-11%,u,3,1%,0%,-2%,-5,-11%,4%,3%,0%
# Next compounds.
SMILES,Menin-MLL TR inh,Chronic BCR inh,KCNH2 WT inh,GALK inh,PKM2 act,Mito fusion act,TSHR antagonist,Eya2 inh,USP2a block,MBNL1-CUG inh,ASM inhibitor
CC1Cc2ccccc2N1C(=O)CNCCCN(C)C (configuration not stated),-12%,6%,8,1%,5%,-11%,4,12%,3%,-4%,0%
Cc1ccc(CNC(=O)CNC(=S)N(Cc2ccccc2)Cc2cccnc2)cc1,-2%,3%,-16,6%,0%,-3%,-14,8%,-2%,0%,5%
CCc1ccc(S(=O)(=O)Nc2ccc(N3CCN(C)CC3)cc2)cc1,x,6%,12,0%,3%,-10%,7,-8%,0%,x,-4%
COc1ccc(NS(=O)(=O)c2ccc(C(=O)N3CCC(C)CC3)cc2)cc1,x,-3%,3,x,x,x,-8,1%,1%,x,1%
O=C(/C=C/c1cccs1)NC1CCCC1,14%,u,-2,-1%,2%,0%,-5,-6%,0%,u,1%
O=C(OC(C(=O)NC1CCCCC1)c1ccccc1F)c1ccco1 (configuration not stated),1%,-1%,2,9%,-2%,5%,19,-14%,2%,-1%,-4%
O=C(NCc1cc(C(F)(F)F)cc(C(F)(F)F)c1)C1CC(c2ccccc2[N+](=O)[O-])=NO1 (configuration not stated),-2%,5%,0,-2%,-1%,9%,0,-6%,3%,11%,-13%
COc1ccc(/C=N/NC(=O)CNC(=O)c2ccc(S(=O)(=O)N3CCOCC3)cc2)cc1OC,2%,0%,0,-1%,-12%,0%,8,-2%,0%,23%,1%
O=C(COc1ccccc1Cl)Nc1ccc(C(=O)N2CCCCC2)cc1,-2%,0%,1,2%,-3%,-2%,-4,-6%,-1%,-4%,-10%
NC1=NC(=Nc2ccc(S(N)(=O)=O)cc2)c2ccccc21,x,1%,5,0%,0%,-2%,-8,-2%,-1%,25%,0%
O=C(COC(=O)CNC(=O)c1ccccc1)Nc1ccc(S(=O)(=O)N2CCCC2)cc1,11%,10%,4,14%,2%,6%,1,8%,1%,-5%,-1%
CCOC(=O)N1CCC(N2CCN(CCC(C)C)C(CCO)C2)CC1 (configuration not stated),4%,1%,x,-2%,0%,1%,-8,1%,2%,3%,4%
c1cnc(N2CCN(c3ncnc4c3oc3ccccc34)CC2)nc1,9%,0%,x,3%,0%,1%,-43,-3%,2%,u,x
CCOC(=O)N1CCN(c2c(NCCN3CCCCC3CC)c(=O)c2=O)CC1 (configuration not stated),-11%,-6%,-2,0%,-12%,-1%,1,9%,-1%,-4%,0%
Cc1cc(NC(=O)CN(C)CC(=O)Nc2ccc(Cl)cc2)no1,x,-4%,11,x,x,x,x,-25%,6%,x,1%
CCC(C)NC(=O)CC(C)C (configuration not stated),x,9%,1,6%,8%,-3%,-1,-1%,0%,-2%,1%
CCOC(=O)Cc1csc(NC(=O)CC(C)(C)C)n1,8%,0%,26,0%,-2%,-5%,4,1%,2%,-3%,-2%
N#Cc1ccc(C(=O)Nc2cc(S(=O)(=O)N3CCOCC3)ccc2N2CCCC2)cc1,x,-2%,30,x,x,x,x,2%,5%,x,-3%
CC(C)N1CCN(Cc2ccsc2)CC1CCO (configuration not stated),-14%,u,4,6%,-3%,-2%,7,-4%,-1%,-2%,-3%

# Screening data (PubChem)
